Screening data deposited in PubChem by The Scripps Research Institute Molecular Screening Center.
pPAFAH inh: pPAFAH enzyme inhibitors, primary screen, biochemical, fluorescence polarization, human | Platelet-activating factor acetylhydrolase (Homo sapiens), Q13093 | AID 463082, 2010 | inhibition, % at 3.39 µM | recombinant pPAFAH, FP-rhodamine probe fluorescence polarization | 330,000 compounds, 1.5% hits;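 active means inhibition above the mean inhibition across the screen plus 3 SD, cut at about 25% in these data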;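 further: inhibitors block binding of the rhodamine activity-based probe so polarization drops; 0% = enzyme with DMSO and 100% = wells lacking pPAFAH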
LYPLA2 counter: LYPLA2 inhibitors, primary screen, counter-screen for PME1 inhibitor project, biochemical, fluorescence polarization, FP-Rh probe ABPP; Acyl-protein thioesterase 2 (Homo sapiens), O95372; 320,000 compounds, 0.38% hits; inhibition, % at 5.9 µM; recombinant LYPLA2;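 active means inhibition above the screen-wide mean plus 3 SD, limit set per campaign, cut at about 26% in these data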;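 further: 0% = LYPLA2 with DMSO and 100% = wells lacking LYPLA2 enzyme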
Target sequence (O95372 whole entry, looked up): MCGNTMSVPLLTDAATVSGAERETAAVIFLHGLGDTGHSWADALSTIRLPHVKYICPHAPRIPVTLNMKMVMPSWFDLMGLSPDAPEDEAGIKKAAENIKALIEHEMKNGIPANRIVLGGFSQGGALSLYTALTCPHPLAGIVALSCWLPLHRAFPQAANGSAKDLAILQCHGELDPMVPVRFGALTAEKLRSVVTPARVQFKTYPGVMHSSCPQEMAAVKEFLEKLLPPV
PAD4 inh: human PAD4 inhibitors, primary screen, biochemical, fluorescence polarization, 1536-well format. recombinant PAD4, RCA probe fluorescence polarization. AID 485272, 2010. inhibition, % at 6.36 µM. Protein-arginine deiminase type-4 (Homo sapiens), Q9UM07. 330,000 compounds, 0.41% hits;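 active means percent inhibition above a cutoff equal to the mean of all tested compounds plus 3 SD, cut at about 15% in these data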;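 further: 0% = PAD4 with RCA probe and DMSO and 100% = probe without PAD4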
LYPLA1 inh: LYPLA1 inhibitors, primary screen, counter-screen for PME1 inhibitor project, biochemical, fluorescence polarization, FP-Rh probe ABPP | recombinant LYPLA1 | inhibition, % at 5.9 µM | 320,000 compounds, 0.16% hits | AID 2174, 2009;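 active means inhibition above the mean of all tested compounds plus 3 SD, set per campaign, cut at about 14% in these data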;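 further: inhibitors block serine hydrolase probe labeling of LYPLA1 so polarization falls; 0% = enzyme with DMSO and 100% = wells lacking LYPLA1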
PREPL inhibitor: PREPL enzyme inhibitors, primary screen, biochemical, fluorescence polarization. Prolyl endopeptidase-like (Homo sapiens), Q4J6C6. recombinant PREPL, fluorescence polarization activity-based probe. inhibition, % at 5.96 µM. 320,000 compounds, 0.68% hits. AID 2751, 2010; in the data active means inhibition above about 43%;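 further: 0% = enzyme with DMSO and 100% = wells lacking enzyme; many of its hits are not listed in these tables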
Target sequence (Q4J6C6 whole entry, looked up): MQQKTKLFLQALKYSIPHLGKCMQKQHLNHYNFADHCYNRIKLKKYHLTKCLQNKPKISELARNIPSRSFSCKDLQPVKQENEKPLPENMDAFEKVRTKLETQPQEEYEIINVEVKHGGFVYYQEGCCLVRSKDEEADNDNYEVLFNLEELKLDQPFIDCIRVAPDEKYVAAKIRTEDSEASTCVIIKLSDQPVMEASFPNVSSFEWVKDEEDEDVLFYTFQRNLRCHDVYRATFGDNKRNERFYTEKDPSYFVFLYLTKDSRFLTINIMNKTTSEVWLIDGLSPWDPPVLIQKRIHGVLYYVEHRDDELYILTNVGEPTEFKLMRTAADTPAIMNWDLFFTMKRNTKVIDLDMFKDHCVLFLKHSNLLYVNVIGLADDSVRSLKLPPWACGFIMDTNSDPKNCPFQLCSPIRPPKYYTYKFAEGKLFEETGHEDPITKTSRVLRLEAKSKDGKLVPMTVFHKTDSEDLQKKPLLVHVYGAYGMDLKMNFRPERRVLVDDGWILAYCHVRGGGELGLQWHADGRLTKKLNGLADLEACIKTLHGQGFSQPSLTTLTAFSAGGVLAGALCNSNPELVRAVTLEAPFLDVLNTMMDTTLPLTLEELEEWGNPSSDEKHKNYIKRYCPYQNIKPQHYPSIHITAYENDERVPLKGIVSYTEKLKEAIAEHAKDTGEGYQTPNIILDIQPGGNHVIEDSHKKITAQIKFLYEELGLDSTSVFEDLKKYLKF
PAFAH1B3 inh: PAFAH1B3 enzyme inhibitors, primary screen, biochemical, fluorescence polarization, human | Platelet-activating factor acetylhydrolase IB subunit alpha1 (Homo sapiens), Q15102 | recombinant PAFAH1B3, FP-rhodamine probe | inhibition, % at 3.39 µM | 340,000 compounds, 0.28% hits;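 active means inhibition above the screen-wide average of all tested compounds plus 3 SD, cut at about 25% in these data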;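 further: 0% = enzyme with DMSO only and 100% = wells lacking PAFAH1B3 protein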
PAFAH1B2 inh: PAFAH1B2 enzyme inhibitors, primary screen, biochemical, fluorescence polarization, human; inhibition, % at 3.39 µM; 340,000 compounds, 1.2% hits; recombinant PAFAH1B2, FP-rhodamine activity probe;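 active means inhibition above the mean of all tested compounds plus 3 SD, cut at about 24% in these data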;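 further: 0% = enzyme with DMSO and 100% = wells lacking PAFAH1B2; many of its hits are not listed in these tables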
GSTO1 inh: inhibitors of recombinant GSTO1, primary screen, counter-screen for RBBP9 inhibitor project, biochemical, fluorescence polarization. Glutathione S-transferase omega-1 (Homo sapiens), P78417. activity-based probe fluorescence polarization. inhibition, % at 5.96 µM. 300,000 compounds, 1.1% hits;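 active means inhibition above the campaign mean inhibition plus 3 SD, cut at about 35% in these data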;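 further: 0% = GSTO1-1 with DMSO and 100% = wells lacking GSTO1-1 enzyme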
PAFAH2 FP inh: PAFAH2 enzyme inhibitors, primary screen, biochemical, fluorescence polarization, human | recombinant PAFAH2, FP-rhodamine activity probe | inhibition, % at 3.39 µM | 340,000 compounds, 0.99% hits | AID 492956, 2010;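 active means inhibition above the mean over all tested compounds plus 3 SD, cut at about 30% in these data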;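 further: inhibitors block probe labeling of enzyme so polarization drops; 0% = enzyme with DMSO and 100% = wells lacking PAFAH2 protein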
* marks the source's active call; other numbers are inactive results. These rows are one share of the data, so the mix of outcomes need not match the whole.

`COC(=O)c1ccc(NS(=O)(=O)c2ccc(Cl)cc2)o1` gave pPAFAH inh 3, LYPLA2 counter -7, PAD4 inh 1, LYPLA1 inh -2, PREPL inhibitor -5, PAFAH1B3 inh 8, PAFAH1B2 inh 9, GSTO1 inh 4 and PAFAH2 FP inh 7.
`CCC(C)(C)n1nnnc1C(c1cc2ccc(OC)cc2[nH]c1=O)N1CCc2ccccc2C1` (centres undefined) gave pPAFAH inh 23, LYPLA2 counter 2, PAD4 inh -11, LYPLA1 inh 3, PREPL inhibitor 11, PAFAH1B3 inh 5, PAFAH1B2 inh 2, GSTO1 inh 0 and PAFAH2 FP inh 1.
COC1=CC(=O)CC(C)C12Oc1cc(OC)cc(OC)c1C2=O (centres undefined) was read as pPAFAH inh 18, LYPLA2 counter 2, PAD4 inh 2, LYPLA1 inh 0, PREPL inhibitor 8, PAFAH1B3 inh 11, PAFAH1B2 inh 2, GSTO1 inh 47* and PAFAH2 FP inh 6.
Screening O=c1c2c(nc(NCCO)n1CC1CCCCC1)-c1ccccc1CC21CCCC1 returned pPAFAH inh 12, LYPLA2 counter -11, PAD4 inh -1, LYPLA1 inh -3, PREPL inhibitor 11, PAFAH1B3 inh 2, PAFAH1B2 inh 15, GSTO1 inh -3 and PAFAH2 FP inh 2.
`COc1cc(C(NC(C)=O)NC(C)=O)ccc1OCc1ccccc1` gave pPAFAH inh 1, LYPLA2 counter -5, PAD4 inh 0, LYPLA1 inh -2, PREPL inhibitor -4, PAFAH1B3 inh 9, PAFAH1B2 inh 5, GSTO1 inh -5 and PAFAH2 FP inh 0.
For O=C(NC(=S)N1CCCC1)c1ccccc1Cl the results were pPAFAH inh 0, LYPLA2 counter 4, PAD4 inh -2, LYPLA1 inh 1, PREPL inhibitor 5, PAFAH1B3 inh 7, PAFAH1B2 inh 0, GSTO1 inh 3 and PAFAH2 FP inh 5.
Screening Cc1ccc(SCc2nc3ccccc3[nH]2)cc1 returned pPAFAH inh 4, LYPLA2 counter -2, PAD4 inh -6, LYPLA1 inh -4, PREPL inhibitor 2, PAFAH1B3 inh -6, PAFAH1B2 inh 22, GSTO1 inh 5 and PAFAH2 FP inh -6.
For COCCNC(=O)c1ccc2c(Cl)c3c(nc2c1)CCC3 the results were pPAFAH inh 4, LYPLA2 counter 2, PAD4 inh 4, LYPLA1 inh -1, PREPL inhibitor 4, PAFAH1B3 inh 6, PAFAH1B2 inh 2, GSTO1 inh 7 and PAFAH2 FP inh 6.
`O=C(COC(=O)c1ccc(S(=O)(=O)NCc2ccco2)cc1)NCC1CCCCC1` gave pPAFAH inh 20, LYPLA2 counter 2, PAD4 inh 1, LYPLA1 inh 0, PREPL inhibitor -11, PAFAH1B3 inh 4, PAFAH1B2 inh 5, GSTO1 inh -3 and PAFAH2 FP inh 1.
`Cn1c(=O)oc2cc(S(=O)(=O)N3CCc4ccccc4C3)ccc21` gave pPAFAH inh 5, LYPLA2 counter 2, PAD4 inh -6, LYPLA1 inh 3, PREPL inhibitor 12, PAFAH1B3 inh 6, PAFAH1B2 inh 4, GSTO1 inh 3 and PAFAH2 FP inh -1.
For COc1ccc(-c2sc3ccc(OC)cc3c2-c2ccc(OC)c(F)c2)cc1 the results were pPAFAH inh -1, LYPLA2 counter -7, PAD4 inh 4, LYPLA1 inh -6, PREPL inhibitor 1, PAFAH1B3 inh -2, PAFAH1B2 inh -6 and PAFAH2 FP inh -1.
Screening Cc1nc2cc(NC(=O)c3ccc(Br)s3)ccc2s1 returned pPAFAH inh -8, LYPLA2 counter -5, PAD4 inh -3, LYPLA1 inh -7, PREPL inhibitor 2, PAFAH1B3 inh 1, PAFAH1B2 inh -3, GSTO1 inh -7 and PAFAH2 FP inh 0.
For Cc1cc(C)c(CN2CCC(CO)(CCOc3ccccc3)CC2)cc1C the results were pPAFAH inh 3, LYPLA2 counter 1, PAD4 inh -4, LYPLA1 inh 4, PREPL inhibitor -19, PAFAH1B3 inh 2, PAFAH1B2 inh 6, GSTO1 inh -3 and PAFAH2 FP inh -5.
For COCCNCC(=O)NC12CC3CC(CC(C3)C1)C2 the results were pPAFAH inh 1, LYPLA2 counter -3, PAD4 inh 4, LYPLA1 inh -7, PREPL inhibitor 18, PAFAH1B3 inh 7, PAFAH1B2 inh 2, GSTO1 inh -3 and PAFAH2 FP inh 3.
Screening COc1ccc(S(=O)(=O)NCc2cccnc2)cc1OC returned pPAFAH inh 1, LYPLA2 counter 8, PAD4 inh -4, LYPLA1 inh 2, PREPL inhibitor 3, PAFAH1B3 inh 12, PAFAH1B2 inh 4, GSTO1 inh 4 and PAFAH2 FP inh -4.
For CCn1c(CN2CCN(c3cccc(C)c3C)CC2)n[nH]c1=S the results were pPAFAH inh 5, LYPLA2 counter -3, PAD4 inh -1, LYPLA1 inh -2, PREPL inhibitor 5, PAFAH1B3 inh 1, PAFAH1B2 inh -5, GSTO1 inh 4 and PAFAH2 FP inh -2.
`CCc1ccc(C(C)NC(=O)c2ccc3c(c2)OCO3)cc1` (centres undefined) gave pPAFAH inh 4, LYPLA2 counter -5, PAD4 inh 0, LYPLA1 inh -4, PREPL inhibitor -7, PAFAH1B3 inh 10, PAFAH1B2 inh 11, GSTO1 inh 0 and PAFAH2 FP inh 4.
`CC(C)CN(C(=O)C(C)N1C(=O)c2ccccc2C1=O)c1c(N)n(Cc2ccccc2)c(=O)[nH]c1=O` (centres undefined) gave pPAFAH inh 4, LYPLA2 counter 4, PAD4 inh -2, LYPLA1 inh 0, PREPL inhibitor 6, PAFAH1B3 inh 1, PAFAH1B2 inh -4, GSTO1 inh -1 and PAFAH2 FP inh 7.
`CC(=O)N1CCN(c2ccc(NC(=O)c3ccc([N+](=O)[O-])cc3Cl)cc2)CC1` gave pPAFAH inh 5, LYPLA2 counter 6, PAD4 inh 4, LYPLA1 inh -1, PREPL inhibitor -12, PAFAH1B3 inh 7, PAFAH1B2 inh 1, GSTO1 inh 0 and PAFAH2 FP inh -8.
Screening CCOc1ccc(CCNC(=O)COc2cc(=O)n(C)c3ccccc23)cc1OCC returned pPAFAH inh 2, LYPLA2 counter -7, PAD4 inh 3, LYPLA1 inh -5, PREPL inhibitor -4, PAFAH1B3 inh -5, PAFAH1B2 inh -3, GSTO1 inh 4 and PAFAH2 FP inh 0.
C1=C(C(c2nnnn2C2CCCCC2)N2CCCCC2)COc2ccccc21 (centres undefined) was read as pPAFAH inh 1, LYPLA2 counter 5, PAD4 inh 4, LYPLA1 inh 5, PREPL inhibitor -10, PAFAH1B3 inh 7, PAFAH1B2 inh 3, GSTO1 inh -1 and PAFAH2 FP inh 2.
Screening CC(C)C(=O)NCCc1nc(-c2ccc(Cl)cc2)no1 returned pPAFAH inh 1, LYPLA2 counter 3, PAD4 inh 3, LYPLA1 inh -1, PREPL inhibitor 6, PAFAH1B3 inh -1, PAFAH1B2 inh 1, GSTO1 inh 2 and PAFAH2 FP inh 1.
Screening O=C(CN(Cc1ccc(Cl)cc1)C(=O)c1csnn1)NCc1ccc(F)cc1 returned pPAFAH inh -3, LYPLA2 counter 0, PAD4 inh 2, LYPLA1 inh 1, PREPL inhibitor -5, PAFAH1B3 inh 1, PAFAH1B2 inh 18, GSTO1 inh 11 and PAFAH2 FP inh -5.
For C/C(CC(=O)NC(C)(C)C)=N\NC(=O)c1ccccc1N the results were pPAFAH inh 1, LYPLA2 counter -1, PAD4 inh -2, LYPLA1 inh -3, PREPL inhibitor -9, PAFAH1B3 inh 11, PAFAH1B2 inh 4, GSTO1 inh 0 and PAFAH2 FP inh 4.
For O=C(O)c1nn(Cc2csc(-c3ccccc3)n2)c(=O)c2ccccc12 the results were pPAFAH inh -6, LYPLA2 counter -10, PAD4 inh -2, LYPLA1 inh -3, PREPL inhibitor -6, PAFAH1B3 inh -2, PAFAH1B2 inh -1, GSTO1 inh 34 and PAFAH2 FP inh 9.
O=C(O)c1cccc(S(=O)(=O)Nc2cccc3ccccc23)c1 was read as pPAFAH inh 3, LYPLA2 counter 2, PAD4 inh -1, LYPLA1 inh 5, PREPL inhibitor -3, PAFAH1B3 inh 6, PAFAH1B2 inh 18, GSTO1 inh 6 and PAFAH2 FP inh -7.
Screening O=C1C2C3C=CC(O3)C2C(=O)N1CC(O)c1ccccc1 (centres undefined) returned pPAFAH inh -1, LYPLA2 counter -2, PAD4 inh 5, LYPLA1 inh -2, PREPL inhibitor 22, PAFAH1B3 inh 2, PAFAH1B2 inh 1, GSTO1 inh -4 and PAFAH2 FP inh 0.
COc1ccc(CC(=O)O/N=C(\N)c2ccccn2)cc1 was read as pPAFAH inh 7, LYPLA2 counter 3, PAD4 inh 1, LYPLA1 inh 4, PREPL inhibitor -5, PAFAH1B3 inh 1, PAFAH1B2 inh 5, GSTO1 inh 4 and PAFAH2 FP inh 3.
CCN1/C(=C/C=C/c2oc3ccc(-c4ccccc4)cc3[n+]2CC)Oc2ccc(-c3ccccc3)cc21 was read as pPAFAH inh 59*, LYPLA2 counter 64*, PAD4 inh 63*, LYPLA1 inh 58*, PREPL inhibitor 67*, PAFAH1B3 inh 19, PAFAH1B2 inh 26*, GSTO1 inh -68 and PAFAH2 FP inh 29.
For COc1ccccc1C1=CC(=O)CC(C)(C)C1=O the results were pPAFAH inh -6, LYPLA2 counter -4, PAD4 inh 0, LYPLA1 inh -1, PREPL inhibitor 3, PAFAH1B3 inh 10, PAFAH1B2 inh 7 and PAFAH2 FP inh -2.
Screening Cc1c(NC(=O)C(C)N2C(=O)C3C4C=CC(C4)C3C2=O)c(=O)n(-c2ccccc2)n1C (centres undefined) returned pPAFAH inh -7, LYPLA2 counter 1, PAD4 inh -3, LYPLA1 inh -3, PREPL inhibitor 8, PAFAH1B3 inh 5, PAFAH1B2 inh 4, GSTO1 inh 1 and PAFAH2 FP inh 3.
`CCN1/C(=C(\O)c2ccccc2)C(=O)c2ccccc2S1(=O)=O` gave pPAFAH inh 5, LYPLA2 counter -2, PAD4 inh -1, LYPLA1 inh -3, PREPL inhibitor 0, PAFAH1B3 inh 4, PAFAH1B2 inh -3, GSTO1 inh -1 and PAFAH2 FP inh 0.
CC1=C(C#N)CCC(=O)N1Cc1c(C)cc(C)cc1C was read as pPAFAH inh 2, LYPLA2 counter 3, PAD4 inh 0, LYPLA1 inh 3, PREPL inhibitor -6, PAFAH1B3 inh -1, PAFAH1B2 inh -5, GSTO1 inh 7 and PAFAH2 FP inh 3.
`CN=C(Nc1ccc(C(=O)OC)s1)c1ccc(Cl)cc1` gave pPAFAH inh 5, LYPLA2 counter 2, PAD4 inh -2, LYPLA1 inh -1, PREPL inhibitor 6, PAFAH1B3 inh 8, PAFAH1B2 inh 2, GSTO1 inh 0 and PAFAH2 FP inh 1.
`COC(=O)C1=C(C)N(CC(C)C)C(=O)/C1=C\c1cccs1` gave pPAFAH inh 0, LYPLA2 counter 2, PAD4 inh 3, LYPLA1 inh -1, PREPL inhibitor -4, PAFAH1B3 inh 9, PAFAH1B2 inh 0, GSTO1 inh -2 and PAFAH2 FP inh 3.
